ER stress death: ER stress cell death inhibition; CSM14.1 thapsigargin ER stress survival, ATP luminescence; relative survival (cellular ATP), % at 15 µg/mL (by protocol); 48,000 tested, 0.33% active; AID 1010;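 active = survival measured by cellular ATP above 50% at 15 µg/ml in the first screen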;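 note: cell death triggered by about 15 µM thapsigargin; ATP read 24 h after thapsigargin was added; plate controls were thapsigargin with DMSO for no effect and DMSO without thapsigargin for full effect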
* = called active by the depositor.

SMILES	ER stress death
Cc1ccc2nc(/C(C#N)=C/c3cc([N+](=O)[O-])ccc3O)[nH]c2c1	3.2
O=C1c2cccc([N+](=O)[O-])c2C(=O)N1c1ccccn1	1.6
CCOC(=O)/C(=C/Nc1c(C)n(C)n(-c2ccccc2)c1=O)[N+](=O)[O-]	-0.7
CCOc1ccc(C(=O)Nc2ccc([N+](=O)[O-])cc2)cc1Cl	11.6
COc1ccc(CCC(=O)Nc2cc(Cl)cc(Cl)c2)cc1	0.6
Cc1nc2ccccc2n1C(=O)c1ccc(Cl)cc1[N+](=O)[O-]	5.8
COc1cc(OC)cc(C(=O)N2CCN(C)CC2)c1	4.1
O=S(=O)(Nc1ccc(N2CCCCC2)cc1)c1cccc2cccnc12	9.9
CCN(CC)CCCCCCOc1ccc(Br)cc1	-23.9
O=C(/C=C/c1ccc(F)cc1)NC(=S)Nc1cccc([N+](=O)[O-])c1	-0.5
Cc1ccc(/C=C2/C=C(c3ccccc3)OC2=O)o1	3.6
CC(C)(C)c1ccc(/C=C\C(=O)c2ccc3c(c2)OCO3)cc1	0.7
COc1cc(C2SCC(=O)N2CCN2CCCCC2)cc([N+](=O)[O-])c1O (stereo not drawn)	2.5
CCOc1ccc(NC(=O)CN(c2ccc(Cl)cc2)S(C)(=O)=O)cc1	5.2
S=C(NCCc1ccccc1)Nc1ccc(Cl)cc1Cl	-2.5
CCOc1ccc(/C=N/N2CCN(Cc3cccc4ccccc34)CC2)cc1OC	-5.0
Cc1ccc(S(=O)(=O)Nc2c(C)n(C)n(-c3ccccc3)c2=O)c(C)c1	5.1
O=[N+]([O-])c1c(NC2CC2)ncnc1NC1CC1	-1.0
O=C(C[n+]1cccc2ccccc21)c1cc2ccccc2oc1=O	-14.4
CCc1ccc(CN2CCN(S(C)(=O)=O)CC2)cc1	-9.5
COc1cccc(Oc2nc(N)[nH]c(=O)c2I)c1	5.5
COc1ccc(N(C(C)C(=O)N/N=C/c2cc(C)n(-c3ccccc3C(F)(F)F)c2C)S(C)(=O)=O)cc1 (stereo not drawn)	16.8
O=C(O)C1Cc2c([nH]c3ccccc23)C(c2ccccc2F)N1 (stereo not drawn)	15.3
CCOC(=O)c1ccc(-n2c(C)cc(/C=C3\NC(=O)NC3=O)c2C)cc1	5.7
O=C(CC1SC(=Nc2ccccc2)N(c2ccccc2)C1=O)Nc1ccccc1C(F)(F)F (stereo not drawn)	64.6*
CS(=O)(=O)N1CCN(S(C)(=O)=O)C(OCc2ccccc2)C1OCc1ccccc1 (stereo not drawn)	10.4
Cc1cccc(NC(=O)c2c(NC(=O)C(C)(C)C)sc3c2CCC3)c1	3.2
N#Cc1cc2c(nc1SCC(=O)Nc1ccc(S(N)(=O)=O)cc1)CCC2	-0.3
COc1cccc(OCC(=O)NNC(=O)COc2ccccc2OC)c1	7.0
O=C(O)CN1C(=O)/C(=C2\SC(=S)N(/N=C/c3cc([N+](=O)[O-])ccc3O)C2=O)c2ccccc21	17.4
CCOC(=O)c1cncc(NC(=O)c2ccccc2)c1	5.9
COc1cc(C(=O)Nc2nc(C)c(C)s2)cc(OC)c1OC	2.8
O=C(CSc1nc2ccccc2s1)NNC(=O)NC1CCCCC1	7.6
Cc1cc(C)nc(SCC(=O)Nc2ccccc2C(=O)O)n1	15.2
COc1cccc(N=C2c3ccccc3C(=O)C2c2cccc(Br)c2)c1 (stereo not drawn)	5.1
Cc1cccc(C(=O)NNC2=C(C(=O)C(F)(F)F)CCC2)c1O	15.4
COc1ccc(C(=O)OCCCN2C(=O)c3ccccc3C2=O)cc1	-0.3
CCOc1ccc(C(=O)Nc2ccc(-c3nc4ccc(C)cc4o3)cc2)cc1Cl	-4.5
O=C(/C=C/c1ccc([N+](=O)[O-])cc1)c1ccc(OC(F)F)cc1	4.0
Cc1cccc(N2C(=O)/C(=C/c3ccc(F)cc3)SC2=S)c1C	19.3
CC(=O)c1cccc(NC(=O)COc2ccc(C(C)(C)C)cc2)c1	7.7
Cc1ccccc1-c1cc(C(=O)N2CCOCC2)c2ccccc2n1	1.6
CCCc1ccc(-c2nc(Cc3ccccc3OC)no2)cc1	7.7
Cc1nc2cc(-c3cccc(F)c3)[nH]n2c(=O)c1Cl	6.0
CCc1c(C)sc(NC(=O)c2ccncc2)c1C(=O)OC	10.1
O=C(N/C(=C/c1cccc([N+](=O)[O-])c1)C(=O)N1CCCCC1)c1ccco1	3.1
CCN(O)C(C)(C)/C(=N/O)c1ccccc1	0.0
COC(=O)c1cccc(NC(=O)CCCOc2ccccc2)c1	4.0
COc1cc(/C=C2\C(=O)NC(=O)N(c3ccc(F)cc3)C2=O)ccc1OCc1cccc(F)c1	2.2
COc1cc(C=C2C(=O)c3ccccc3C2=O)ccc1Oc1ccc([N+](=O)[O-])cn1	2.2
O=C(NC(Cc1c[nH]c2ccccc12)C(=O)O)/C(=C/c1ccccc1)NC(=O)c1ccccc1 (stereo not drawn)	0.8
Cc1cccn2c(=O)c(/C=C3\SC(=S)N(CC4CCCO4)C3=O)c(NCCCn3ccnc3)nc12 (stereo not drawn)	-1.5
COC(=O)c1ccc(OCC(O)CN2C(=O)c3ccccc3C2=O)cc1 (stereo not drawn)	-4.6
Cc1ccccc1OCc1nc(-c2ccccn2)no1	-4.5
CC1(C)CC(=O)C(C(O)c2cccc([N+](=O)[O-])c2)C(C)(C)N1 (stereo not drawn)	-3.0
COc1ccc(N/C(N)=N/c2nc(C(F)(F)F)cc(=O)[nH]2)cc1	-2.8
CCOC(=O)N1CCN(c2cc(C)c(C(C)=O)cc2F)CC1	2.1
CSc1ccc(C2Nc3ccccc3NC3=C2C(=O)CC(c2ccc4c(c2)OCO4)C3)cc1 (stereo not drawn)	-2.7
O=C1CC(Cc2ccc(Br)cc2)C(=O)N1c1ccccc1 (stereo not drawn)	2.6
CCOc1ccccc1NC(=O)c1c(NC(=O)c2ccc(C)cc2)sc2c1CCC2	-5.5

Following part:
SMILES	ER stress death
C=CCN1C(=O)/C(=C\c2ccc(O)c([N+](=O)[O-])c2)C(=O)NC1=S	9.9
COc1ccc(NC(=O)c2cc(-c3ccc(OC)cc3)nc3ccccc23)cc1	4.6
COc1ccc(COC(=O)C2=C(C)NC3=C(C(=O)CC(C)(C)C3)C2c2cc([N+](=O)[O-])ccc2Cl)cc1 (stereo not drawn)	0.0
Cc1cc(C)c2oc(-c3ccc(NC(=O)/C=C/c4cccc([N+](=O)[O-])c4)cc3)nc2c1	3.8
COc1ccccc1-c1c(C(F)(F)F)oc2cc(OC(=O)c3ccc(Cl)cc3)ccc2c1=O	-2.4
Cc1occc1C(=O)NNC(=O)c1ccc(Cl)cc1	-1.5
COc1ccc2c(c1OC)C(=O)OC2Nc1cc(S(N)(=O)=O)ccc1O (stereo not drawn)	5.6
O=C1C(=O)N(c2cccc(C(F)(F)F)c2)C(c2ccc([N+](=O)[O-])cc2)/C1=C(/O)c1ccccc1 (stereo not drawn)	0.4
COc1cccc(/C=C2/SC(=O)N(c3ccccc3)C2=O)c1O	-10.3
CCc1ccc(N2CC(C(=O)Nc3cc(C)cc(C)c3)CC2=O)cc1 (stereo not drawn)	7.4
COc1nccnc1NS(=O)(=O)c1ccc(NC(=S)NC(=O)c2ccc(F)c(F)c2)cc1	7.5
O=C1NC(=O)/C(=C\c2ccc(Oc3ccc(C(F)(F)F)cc3[N+](=O)[O-])c(Cl)c2)S1	-15.3
COc1ccc2c(c1)C(NC(=O)C(F)(F)F)CC2=O (stereo not drawn)	7.6
CCOC(=O)c1c(C)oc2cc(S(=O)(=O)O)c(O)cc12	0.7
O=C(CSc1nc2ccc(N3C(=O)c4ccccc4C3=O)cc2s1)Nc1cccc([N+](=O)[O-])c1	2.2
O=C(Nc1cccnc1)N1CCOCC1	0.6
COc1ccc(/C=C2/C(=O)NC(=O)N(c3ccc(C(C)C)cc3)C2=O)c(OC)c1	32.7
CCOC(=O)c1c(NC(=O)c2cccs2)sc(C(=O)Nc2cc(C(F)(F)F)ccc2Cl)c1C	1.9
O=Nc1c(O)c2ccccc2c2ccc([N+](=O)[O-])cc12	-11.8
Cc1ccn2c(C(=O)N/N=C\c3ccccc3[N+](=O)[O-])c(C)nc2c1	8.0

Some of the entries so far, with each value named.
smiles: O=C1C(=O)N(c2cccc(C(F)(F)F)c2)C(c2ccc([N+](=O)[O-])cc2)/C1=C(/O)c1ccccc1 (stereo not drawn)
  ER stress death = 0.4
smiles: COc1cccc(/C=C2/SC(=O)N(c3ccccc3)C2=O)c1O
  ER stress death = -10.3
smiles: CCc1ccc(N2CC(C(=O)Nc3cc(C)cc(C)c3)CC2=O)cc1 (stereo not drawn)
  ER stress death = 7.4
smiles: COc1nccnc1NS(=O)(=O)c1ccc(NC(=S)NC(=O)c2ccc(F)c(F)c2)cc1
  ER stress death = 7.5

The main list resumes, repeating the 5 entries before the break.
SMILES	ER stress death
O=C(Nc1cccnc1)N1CCOCC1	0.6
COc1ccc(/C=C2/C(=O)NC(=O)N(c3ccc(C(C)C)cc3)C2=O)c(OC)c1	32.7
CCOC(=O)c1c(NC(=O)c2cccs2)sc(C(=O)Nc2cc(C(F)(F)F)ccc2Cl)c1C	1.9
O=Nc1c(O)c2ccccc2c2ccc([N+](=O)[O-])cc12	-11.8
Cc1ccn2c(C(=O)N/N=C\c3ccccc3[N+](=O)[O-])c(C)nc2c1	8.0
O=C(CCCN1C(=O)/C(=C/c2cccc(Br)c2)SC1=S)NCCCN1CCOCC1	-7.5
COc1ccc(C2CC(c3cccs3)=NN2c2ccc(F)cc2)cc1OC (stereo not drawn)	3.6
Cc1ccc(C(=O)Nc2ccc(S(=O)(=O)N3CCCCC3)cc2)cc1	1.8
COc1ccc(/C=C/C(=O)c2ccc(Cl)cc2)cc1[N+](=O)[O-]	-1.8
O=C(c1ccccc1)N1CN2CN(C(=O)c3ccccc3)CC(NC(=S)Nc3ccccc3)(C2)C1	13.4
CCc1nnc(NC(=O)c2ccc(Cl)cc2Cl)s1	10.8
O=C(N/C(=C/c1cccs1)c1nc2ccccc2[nH]1)c1ccccc1	-1.8
CC(C)CNC(=O)C(=O)Nc1c(O)c2ccccc2[nH]c1=O	5.0
O=C(/C=C/c1cccc(C(F)(F)F)c1)Nc1ccc(Cl)cc1	4.0
COc1cccc(/C=N/NC(=O)C2CC(=O)N(c3ccc(C)cc3)C2)c1 (stereo not drawn)	-3.5
CCC(C(=O)Nc1cc(OC)c(Cl)cc1OC)c1ccccc1 (stereo not drawn)	5.6
O=C1NC(=Nc2ccc(F)cc2)S/C1=C/c1ccc(Br)cc1	3.0
O=C1c2ccccc2NC(c2cccc([N+](=O)[O-])c2)N1O (stereo not drawn)	13.8
Cc1cc(NC(=O)CSc2nnc3c4ccccc4n(C(C)C)c3n2)no1	4.7
Cc1no[n+]([O-])c1COc1ccccc1/C=C1\NC(=S)NC1=O	-3.7
CC(=C1C(=O)c2ccccc2C1=O)N1CCCC1	5.6
COc1ccc(NC(=O)CN(c2ccc(C)cc2)S(=O)(=O)c2ccc(SC)cc2)c(OC)c1	2.4
O=C1C(Nc2ccc(F)cc2)=CC(c2ccccc2[N+](=O)[O-])N1c1ccc(F)cc1 (stereo not drawn)	4.8
COc1ccc(S(=O)(=O)N(CCO)Cc2ccccc2)cc1	11.8
CC(C)CCNC(=O)C(=O)NCC(C)O (stereo not drawn)	1.6

A few values from above:
`O=C1c2ccccc2NC(c2cccc([N+](=O)[O-])c2)N1O` (stereo not drawn) in ER stress death = 13.8
`CC(=C1C(=O)c2ccccc2C1=O)N1CCCC1` in ER stress death = 5.6

Remaining list, next part
SMILES	ER stress death
Nc1nnc(CSCc2ccc(Cl)cc2Cl)s1	0.1
CC1=NN(c2nc(-c3ccccc3)cc(-c3ccc(C)cc3)n2)C(=O)C1	5.2
O=C1CC(c2ccccc2)CC(O)=C1C=NCc1ccc(F)cc1 (stereo not drawn)	7.7
CCOC(=O)c1c(NC(=O)COc2c(C)cc(C)cc2C)sc(C(=O)Nc2ccccc2)c1C	1.0
COc1ccccc1CNC(=O)c1ccc(NC(C)=O)cc1	6.1
CCSc1nc2sc3c(c2c2nnnn12)CCC3	13.8
CCOc1ccccc1NC(=O)CN(c1ccc(Cl)cc1)S(C)(=O)=O	-1.2
COc1cccc(C(=O)Nc2cccc3c2C(=O)N(c2ccccc2)C3=O)c1	9.1
CC1(C)Cc2c(sc3[nH]c(=S)n(Cc4ccccc4)c(=O)c23)CO1	10.1
O=C(/C=C/c1ccc2c(c1)OCO2)Nc1ccccc1I	0.6
Cc1cc([N+](=O)[O-])ccc1NC(=S)NC(=O)c1ccc(Cl)cc1	-1.1
CCc1ccc(NC2=C(Cl)C(=O)N(c3ccc(C)cc3C)C2=O)cc1	3.4
CC(C)N/C=C/C(=O)c1ccc(Br)cc1	-3.5
O=C(Cc1ccc(Br)cc1)Nc1ccc(F)c(F)c1	8.7
COc1ccc(/C=C2\C(=O)NC(=S)N(c3ccc(Br)cc3)C2=O)cc1	-0.1
O=C(Cc1n[nH]c(=O)[nH]c1=O)N/N=C\c1ccccc1F	8.7
Cc1ccc(OCCCNC(C)(C)C)c(C(C)(C)C)c1	-6.7
COC(=O)c1cc(NC(=O)c2cccc3c(Br)cccc23)cc(C(=O)OC)c1	0.5
COc1ccccc1NC(=O)C1=C(C)NC(=S)NC1c1ccc(F)cc1 (stereo not drawn)	4.2
CCOc1ccccc1/C=N/Nc1nnc(-c2ccccc2)c(=O)[nH]1	-2.5
COc1ccc(/C=N/Nc2cc(-c3ccccc3)nc(C)n2)cc1	-5.7
NS(=O)(=O)c1ccc(CNC(=S)Nc2ccc(F)cc2)cc1	2.4
O=C(c1nn2c(C(F)(F)F)cc(-c3cccs3)nc2c1Br)N1CCN(c2ccc(F)cc2)CC1	7.8
CCOC(=O)c1ccc(NC(=O)c2cc(Br)ccc2Cl)cc1	-19.1
Cc1ccc(NC2CC(C)N(C(=O)C(C)C)c3ccc(C)cc32)cc1 (stereo not drawn)	7.1
O=C1c2ccccc2S(=O)(=O)N1c1c(F)c(F)c(C(F)(F)F)c(F)c1F	-0.8
O=C(CCNc1ccc([N+](=O)[O-])cc1)c1cccs1	12.3
COc1ccc(Cc2noc(-c3ccc(F)cc3)n2)cc1	-2.3
COc1ccc(/C=C2/Sc3ccccc3C2=O)cc1Br	-1.4
O=C(N[C@@H]1CSC/C1=N\O)c1ccccc1	6.0
COC(=O)c1ccc(CSc2nc3ccccc3[nH]2)cc1	-0.8
O=C1OC(c2ccc(NC(=O)C(F)(F)F)cc2)(c2ccc(NC(=O)C(F)(F)F)cc2)c2ccccc21	6.6

Assay outcomes as filed in PubChem.

These rows are one share of the data; the hit share may differ from the screen's.
